ERb SRC1 inh: ER-beta (human) coactivator binding inhibition; AID 633; inhibition, % at 25.6 µM; TR-FRET ER-beta LBD / SRC1-Cy5 peptide binding; receptor agonist-loaded with 1 µM estradiol; 86,000 tested, 1.3% active;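 active = compounds whose percent inhibition of the receptor-coactivator binding signal exceeds about 50% in the single-dose screen, limit read from the data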;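 also: 0% = receptor plus peptide wells without compound and 100% = peptide-only wells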
ERa SRC1 pot: enhances coactivator binding to human estrogen receptor alpha; TR-FRET ERalpha-LBD/SRC-Cy5 coactivator binding, 2 h; 100 = basal binding, no effect; coactivator binding (% of control), % at 25.6 µM; 86,000 tested, 1.3% active; AID 639; in the data active = activity above about 200%;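 also: binding measured in presence of low estradiol as agonist stimulus; 0% = peptide alone without receptor and 100% = receptor with peptide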
Plk1 PBD FP: inhibitors of human Plk1 polo box domain binding; Plk1 PBD phosphopeptide binding, fluorescence polarization; inhibition, %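 (tested at about 20 µM)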; 97,000 tested, 0.13% active; AID 693; in the data active = inhibition above about 34%, passing the limit was not always enough
Mac1 fbg enh: increases human CD11b/CD18 adhesion to fibrinogen; activation, % at 10 µM; AID 1499; 93,000 tested, 0.07% active; K562 CD11b/CD18 adhesion to fibrinogen, ATPlite luminescence;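 active = 10 µM primary screen giving 50% or more activity, confirmed by 40% or more on retest at that dose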; also: strong numbers were not always called active
Target sequence (P05107 whole entry, looked up, other chains not shown): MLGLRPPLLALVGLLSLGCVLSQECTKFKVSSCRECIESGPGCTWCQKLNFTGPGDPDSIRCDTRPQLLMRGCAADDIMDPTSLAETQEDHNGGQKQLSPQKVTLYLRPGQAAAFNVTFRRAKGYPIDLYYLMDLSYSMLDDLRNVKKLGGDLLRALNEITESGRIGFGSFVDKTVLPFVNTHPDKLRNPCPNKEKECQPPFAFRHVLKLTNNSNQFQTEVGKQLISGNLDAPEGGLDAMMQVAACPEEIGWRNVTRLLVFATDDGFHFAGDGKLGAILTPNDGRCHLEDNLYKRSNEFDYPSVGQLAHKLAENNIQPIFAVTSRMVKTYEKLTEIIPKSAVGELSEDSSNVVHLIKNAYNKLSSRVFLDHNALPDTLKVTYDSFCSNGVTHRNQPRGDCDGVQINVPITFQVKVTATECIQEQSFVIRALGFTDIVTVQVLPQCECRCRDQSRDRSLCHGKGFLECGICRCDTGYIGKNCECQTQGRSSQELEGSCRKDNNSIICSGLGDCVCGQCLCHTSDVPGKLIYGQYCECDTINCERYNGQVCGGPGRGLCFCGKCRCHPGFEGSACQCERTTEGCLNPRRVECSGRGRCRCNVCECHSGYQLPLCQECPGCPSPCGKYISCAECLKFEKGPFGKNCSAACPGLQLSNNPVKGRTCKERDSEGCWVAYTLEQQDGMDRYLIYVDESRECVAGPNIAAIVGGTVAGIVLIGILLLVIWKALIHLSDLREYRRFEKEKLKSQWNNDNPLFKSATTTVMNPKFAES
CD11b adhes inh: blocks human CD11b/CD18 adhesion to fibrinogen. P05107+P11215. K562 CD11b/CD18 adhesion to fibrinogen, ATPlite luminescence; Mn2+ added to activate the integrin. inhibition, % at 10 µM. 93,000 tested, 0.54% active;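 active = primary inhibition of 50% or more at 10 µM, then 40% or more on retest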; also: some results filed as inactive read as strong as hits
PLK1 inh: inhibitors of human PLK1 kinase; AID 619; inhibition, % at 10 µM; recombinant PLK1 kinase, TR-FRET peptide phosphorylation; 97,000 tested, 0.53% active; P53350;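 active = inhibition of 50% or more in the single-concentration screen; inactive = inhibition below 50%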;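 also: 0% = DMSO max control and 100% = H-89 dihydrochloride min control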
FAK inh: FAK (human) kinase inhibition | Q05397 | biochemical FAK kinase activity assay | inhibition, %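 (tested at 7 µM)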 | 97,000 tested, 0.84% active; in the data active = inhibition above about 19%;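 also: 0% = DMSO and 100% = reference compound high control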
ERa SRC1 inh: ER-alpha (human) coactivator binding inhibition. TR-FRET ER-alpha LBD / SRC-1 peptide, estradiol-bound. inhibition, % at 25.6 µM. 86,000 tested, 1.7% active. AID 629; in the data active = inhibition above about 50%;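 also: 0% = receptor plus peptide control and 100% = peptide only without receptor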
Rev-RRE block: inhibitors of HIV-1 Rev-RRE RNA interaction. P05866. Rev peptide-RRE RNA binding, FRET. inhibition, % at 8 µM. 97,000 tested, 0.79% active. AID 704;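 active = inhibition above the screen-wide mean plus 3 SD, cut at about 35% in these data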;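 also: 0% = median DMSO wells and 100% = median Neomycin B control wells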
Target sequence (P05866 whole entry, looked up): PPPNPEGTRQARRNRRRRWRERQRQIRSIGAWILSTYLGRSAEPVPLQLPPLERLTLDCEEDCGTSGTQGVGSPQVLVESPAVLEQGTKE
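Test system: labelled RRE RNA duplex and labelled Rev peptide. Times: 5 min compound–RNA preincubation, then 15 min with peptide, 25 °C. Doses: single-dose 8 µM. Measured by: FRET, excitation 480 nm, emission 540 nm donor and 671 nm acceptor. Measure: % inhibition of FRET ratio versus controls.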
Numbers without * were called inactive; . = no result given; [ ] = another dose, or the depositor's remark.

#	SMILES	ERb SRC1 inh	ERa SRC1 pot	Plk1 PBD FP	Mac1 fbg enh	CD11b adhes inh	PLK1 inh	FAK inh	ERa SRC1 inh	Rev-RRE block
1	CCOC(=O)c1c(-c2ccsc2)csc1N	0	96	-8	0	2	17	1	-2	2
2	CCCCNC(=O)CCc1c(C)nc2nc(-c3cc(OC)cc(OC)c3)nn2c1C	-6	101	6	0	0	-8	0	0	4
3	N/C(Cc1ccc(Cl)cc1)=N\OC(=O)c1ccccc1	15	97[fluorescence artefact?]	-16	-1	-7	-15	-2	-14	6
4	CC(C)CC(=O)NC(=S)NCCc1ccccc1	.	.	1	.	.	-13	5	.	-3
5	COc1cc(OC)c(NC(=O)c2c(-c3ccccc3)noc2C)cc1Cl	1[fluorescence artefact?]	127[fluorescence artefact?]	3	1	0	-8	1	9	5
6	COCCn1c(Cc2ccccc2)nnc1SCC(=O)NC(C)(C)C	-5	127	-22	1	-16	-2	-4	-8	6
7	Cc1nc2c(cnn2-c2ccccc2Cl)c(=O)n1-c1ccc(C(C)C)cc1	0	107	12	1	-33	4	0	12	7
8	COc1cc(N)c(Cl)cc1NC(=O)c1ccccc1	-4	106	-10	-4	-2	-10	-3	-14	7
9	CCC1CCc2c(sc(NC(=O)CSc3nc(-c4ccco4)cc(C(F)(F)F)n3)c2C#N)C1 (stereo not drawn)	2[fluorescence artefact?]	116	-23	2	-21	-11	3	5[fluorescence artefact?]	20
10	COC(=O)CN(C(=S)Nc1ccc(F)cc1)C1CC(=O)N(c2ccc(OC)cc2)C1=O (stereo not drawn)	.	.	27	1	-21	-12	-2	.	5
11	CCOC(=O)c1sc(NC(=O)COC(=O)c2ccco2)nc1C	-9	103	16	7	-8	3	-1	3	7
12	Cc1c(C(=O)NCc2ccc3c(c2)OCO3)oc2ccc(S(=O)(=O)N3CCCC3)cc12	8	104	.	68	-8	.	.	12[fluorescence artefact?]	.
13	CC(NC(=O)c1ccc(F)cc1)c1ccccc1 (stereo not drawn)	.	.	18	0	-3	-5	3	.	9
14	Cc1ccc2c(c1)C(=O)C(=O)N2CC(=O)OC(C)C	-9	113	-19	1	-5	-10	4	-12	9
15	O=C(CC1NCCNC1=O)Nc1ccc(Oc2ccccc2)cc1 (stereo not drawn)	-4	108	-14	2	-11	-8	-2	-4	1
16	COc1ccccc1OCC(=O)NNC(=S)NC(=O)c1ccco1	.	.	-32	0	42	-15	-2	.	0
17	O=C1CC(N2CCC(O)(c3ccc(Cl)cc3)CC2)C(=O)N1 (stereo not drawn)	-10	101	0	-3	1	-13	1	-7	8
18	Cc1cc(C)c(NC(=O)C(C)Sc2nnc(-c3ccco3)n2-c2ccccc2)c(C)c1 (stereo not drawn)	.	.	5	.	.	5	-6	.	2
19	Cc1cc(-n2c(C)cc(C(=O)CSc3nnnn3-c3ccc(Cl)cc3)c2C)no1	3[fluorescence artefact?]	103	13	.	.	-7	3	15	8
20	COc1ccc(NC(=O)C2CCN(C(=O)c3cccs3)CC2)c(OC)c1	-9	94	9	.	.	-12	2	-5	0
21	CCNC(=O)CC1C(=O)N(c2ccc(F)cc2)C(=O)N1CCc1ccc(OC)cc1 (stereo not drawn)	6	103	5	-1	9	-5	0	2	0
22	CCCOc1ccc2oc(=O)c3c(c2c1)CCCN3C(=O)CN(C)Cc1ccccc1	6[fluorescence artefact?]	98	-23	4	10	-14	0	9	4
23	CN1CCc2c(sc3c2c(=O)n(-c2ccccc2)c2nncn32)C1	-9[fluorescence artefact?]	111	4	.	.	-15	3	-35[fluorescence artefact?]	9
24	COc1ccc(CCNC(=O)c2cccnc2)cc1OC	-11	94	-9	-3	1	-4	1	3	4
25	COc1ccccc1NC(=O)C1CCCN(S(=O)(=O)c2cccc3nsnc23)C1 (stereo not drawn)	0	108	-15	6	8	-14	0	3	3
26	Cc1ccc(N(C(C)C(=O)Nc2ccccc2C(=O)N2CCOCC2)S(C)(=O)=O)cc1C (stereo not drawn)	-25	112	-6	-1	-15	-5	-1	-26	1
27	COc1ccc(C(C)C)cc1S(=O)(=O)N1CCN(C)CC1	5	106	2	-2	-29	-6	1	0[fluorescence artefact?]	7
28	Cc1ccc(C(=O)Cn2c(C(=O)/C=C/c3ccccc3)nc3ccccc32)cc1	.	.	-14	.	.	-4	3	.	0
29	COc1ccc(S(=O)(=O)N(C)CC(=O)NC2CCCCC2)cc1OC	-28[fluorescence artefact?]	115	-9	-2	-4	-13	0	-31	2
30	O=C(Nc1ccccc1-c1nc2ccccc2s1)c1ccco1	32[fluorescence artefact?]	108[fluorescence artefact?]	-6	5	6	-13	9	48[fluorescence artefact?]	10
31	O=C(c1ccccc1)N1CCC(c2nc(-c3ccc(S(=O)(=O)NCC4CCCO4)cc3)no2)CC1 (stereo not drawn)	-1	102	-5	-4	53	-2	2	0	9
32	O=C(NCCCCNC(=O)c1ccc(Br)s1)c1ccc(Br)s1	.	.	1	-2	2	-7	-7	.	5
33	CC(C)CN1C(=O)NC(NC(=O)c2cccs2)(C(F)(F)F)C1=O (stereo not drawn)	12[fluorescence artefact?]	106	-2	-2	-16	-15	2	-2	0
34	CCOC(=O)c1cccc(NC(=O)CCS(=O)(=O)c2cccs2)c1	-6	95	.	0	-5	.	.	-7	.
35	OC1C2CN3CCN(C2)CC1(Cc1ccccc1)C3 (stereo not drawn)	-5	94	-4	.	.	-9	-1	-4	9
36	O=C(C1CCCO1)N1CCN(S(=O)(=O)c2cccc3nsnc23)CC1 (stereo not drawn)	-5	133	.	-2	-3	.	.	-3	.
37	Cc1ccc(CN(C(=O)C(F)(F)F)C(C(=O)NC2CCCCC2)c2ccco2)cc1 (stereo not drawn)	-5	101	8	.	.	-11	2	-2	11
38	CC1Cc2ccccc2N1Cc1nc2scc(-c3cccs3)c2c(=O)[nH]1 (stereo not drawn)	16[fluorescence artefact?]	124	-19	27	-10	-15	8	3	7
39	CC1(C)Cc2c(sc3nc(SCC(=O)N4CCOCC4)nc(N)c23)CO1	-7	98	.	5	1	.	.	2	.
40	COc1ccc(C(=O)N2CCN(c3cccc(Cl)c3)CC2)cc1	-3	107	7	.	.	-13	0	-8	6
41	CCCCN(CC)CCNc1c(NC2CCN(C(=O)OCC)CC2)c(=O)c1=O	18[fluorescence artefact?]	100	25	-1	4	-8	0	-5	1
42	CC1=NN(C(=O)Cc2ccccc2)C(O)(c2cccnc2)C1 (stereo not drawn)	.	.	26	-4	12	0	-1	.	5
43	COc1ccccc1-c1cc(C(F)(F)F)nc(S(C)(=O)=O)n1	8	77	-9	-2	-3	-18	2	6	4
44	O=C(CSc1ccccc1C(=O)O)NCc1ccco1	-2	120	-15	.	.	-9	1	-8	3
45	COc1ccc(C(=O)Oc2cc(/C=N/NC(N)=S)ccc2OC)cc1	.	.	3	.	.	-11	-2	.	-2
46	Cc1nc2c(C(=O)NCc3ccccc3Cl)c[nH]n2c(=O)c1Cl	.	.	-34	7	-11	-3	5	.	5
47	CCOC(=O)c1nn(-c2ccc(C)cc2)c2nc(Nc3ccccc3)cc(=O)n12	.	.	-24	-2	11	-13	-1	.	5
48	COc1cc(OC)cc(C(=O)NCCSCc2ccco2)c1	1	109	-3	-4	-1	-16	1	-6	0
49	COc1cccc(C(=O)Nc2cccc(OCC(=O)O)c2)c1	7[fluorescence artefact?]	110	0	-5	-27	1	0	7[fluorescence artefact?]	3
50	c1ccc(N=P(N2CCOCC2)(N2CCOCC2)N2CCOCC2)cc1	-7	127	2	4	8	-3	-4	-11	1

Next section
#	SMILES	ERb SRC1 inh	ERa SRC1 pot	Plk1 PBD FP	Mac1 fbg enh	CD11b adhes inh	PLK1 inh	FAK inh	ERa SRC1 inh	Rev-RRE block
51	COc1cccc(NC(=O)NC2(C(F)(F)F)Oc3ccccc3O2)c1	-5	98	-8	.	.	-5	-3	-2	-4
52	O=C1C=C(NCc2ccco2)C2(CCCCC2)O1	0	98	2	8	-49	-14	0	3	7
53	O=c1cc(CN2CCN(c3ccc(F)cc3)CC2)c2cc3c(cc2o1)CCCC3	1	98	-1	6	1	-7	-6	0	2
54	Cc1nc2ccccc2nc1N1CCCCC1	-6	122	-11	1	-8	-3	-2	-3	-4
55	Cc1ccc(S(=O)(=O)N2CCC(C(=O)NCCc3ccccc3)CC2)cc1	-11	109	19	-3	0	4	0	1	4
56	O=C(COc1ccc(F)cc1)NCC1CCCO1 (stereo not drawn)	-26[fluorescence artefact?]	99	7	-4	-6	-16	1	-21	6
57	Cc1ccc(S(=O)(=O)c2cc3c(=O)n4ccccc4nc3n(C)c2=N)cc1	8	96[fluorescence artefact?]	.	3	4	.	.	31[fluorescence artefact?]	.
58	C=CCn1c2ccccc2c2nnc(SCC(=O)OCN3C(=O)c4ccccc4C3=O)nc21	2	174	9	.	.	-20	1	0[fluorescence artefact?]	4
59	Cc1ccc(C2=N/C(=C\N(C)C)C(=O)O2)cc1	.	.	5	-2	9	-9	1	.	4
60	O=S(=O)(Nc1nc2ccccc2[nH]1)c1ccc2ccccc2c1	2	91	1	-1	-3	7	3	16	14
61	Cn1cc(Cl)c(C(=O)OCC(=O)Nc2ccccc2)n1	.	.	-4	-1	2	-9	-3	.	3
62	COc1cccc(CN(CC(=O)NC2CCCC2)C(=O)CCC(=O)Nc2cc(C)on2)c1	.	.	-11	-2	5	-15	1	.	-2
63	COc1nccnc1NS(=O)(=O)c1ccc(NS(=O)(=O)c2ccc(NC(C)=O)cc2)cc1	-2	83[fluorescence artefact?]	-12	-2	68*	-24	0	3	2
64	COC(=O)c1ccc(CSc2nnc(Nc3ccccc3OC)s2)o1	.	.	5	2	7	-9	1	.	8
65	CCCCNC(=O)c1cnc2n(c1=O)CCS2	.	.	-14	.	.	0	-4	.	6
66	CCC(Oc1ccccc1)C(=O)Nc1ccc(S(=O)(=O)NCC2CCCO2)cc1 (stereo not drawn)	-2	110	4	-4	-6	-4	7	1	10
67	CCCC1CCC(c2nc(-c3cccnc3)no2)CC1 (stereo not drawn)	-11[fluorescence artefact?]	92	-17	-2	10	-7	2	-17	8
68	CCN(CC)S(=O)(=O)c1cccc(NC(=O)Nc2cccc(C(F)(F)F)c2)c1	.	.	2	-6	98	-18	3	.	19
69	C=CCNC(=O)CC(=O)N/N=C/c1ccccc1F	.	.	3	.	.	1	4	.	11
70	O=C(NCc1ccccc1)C1(c2ccccc2)CCN(S(=O)(=O)c2ccccc2)CC1	2[fluorescence artefact?]	110	-7	-1	4	-40	1	3[fluorescence artefact?]	7
71	Cc1cccc(NC(=O)CSc2nnc(CCCCCNC(=O)OC(C)(C)C)o2)c1C	0	99	-13	2	-1	-5	-1	6	5
72	Cc1ccc2oc(=O)c3cnn(CC(=O)NC4CCC(C)CC4)c3c2c1 (stereo not drawn)	19[fluorescence artefact?]	79	-19	10	1	6	.	36[fluorescence artefact?]	.

Three records drawn at random from those above:
#	SMILES	ERb SRC1 inh	ERa SRC1 pot	Plk1 PBD FP	Mac1 fbg enh	CD11b adhes inh	PLK1 inh	FAK inh	ERa SRC1 inh	Rev-RRE block
29	COc1ccc(S(=O)(=O)N(C)CC(=O)NC2CCCCC2)cc1OC	-28[fluorescence artefact?]	115	-9	-2	-4	-13	0	-31	2
15	O=C(CC1NCCNC1=O)Nc1ccc(Oc2ccccc2)cc1 (stereo not drawn)	-4	108	-14	2	-11	-8	-2	-4	1
3	N/C(Cc1ccc(Cl)cc1)=N\OC(=O)c1ccccc1	15	97[fluorescence artefact?]	-16	-1	-7	-15	-2	-14	6

Screening data deposited in PubChem BioAssay by several laboratories.
